Pf Dd2 inh – inhibitors of Plasmodium falciparum Dd2 growth | P. falciparum Dd2 growth, SYBR Green, 72 h | hit rate 4.3% among 120,000 | Potency, µM (titrated, usually from 28.9 µM), inactives show at the top dose activity, negative = inhibition, most hits filed as inhibitors; active = well fitted inhibition curve with a large enough effect; inconclusive = small, poorly fitted or top-dose-only effect; inactive = no such curve, though single readings can be large or run the other way;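 also: plate controls were DMSO vehicle for no effect and reference drug for full effect; nearly all actives have a fitted effect of over 65% in size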
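Infected erythrocytes (Dd2, 0.3% parasitemia, 2.5% hematocrit final) are added to compound in RPMI-1640/Albumax II medium, grown 72 h at 37C in low oxygen, then lysed with saponin/Triton-X containing SYBR Green and read by fluorescence.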
Starred values were filed as active, the others as inactive; i = inactive; ? = inconclusive; [ ] = another dose, or the depositor's remark. Potency is read from the fitted curve at half-maximal effect.

SMILES	Pf Dd2 inh
COc1cccc(CC(=O)N2CCOCCNC(=O)[C@@H]3CCC[C@@H]32)c1	35%
CC1Oc2ccc(NC(=O)C3CCCC3)cc2CN(Cc2ccccc2F)C1=O (configuration not stated)	i
Cc1nn(C(=O)c2ccc(Cl)cc2)c(C)c1S(=O)(=O)N1CCCCCC1	22%
CC1(C(=O)NCc2ccc3c(c2)OCO3)CCc2cnc(NCc3ccccc3)nc21 (configuration not stated)	?
Cn1nccc1C(=O)N[C@@H]1CN(c2ncccn2)C[C@H]1CO	2.5µM*
O=C1CC2(CCN(Cc3ccncc3)CC2)Oc2ccccc2N1c1ccccc1	-23%
COCc1cc(C[C@H]2CNCC[C@H]2CC(=O)N2CCN(c3ccccc3OC)CC2)no1	-21%
COc1ccc(C(=O)N2CCC3(CC2)CC(Cc2nc(-c4cnccn4)no2)CCO3)c(OC)n1 (configuration not stated)	?
C[S+](=O)([O-])CCn1ncc2cc(OCC3CCN(C(=O)OC4CCCC4)CC3)ccc21	-3%
CCc1ccc(NC(=O)Cn2nnc(C(=O)NCc3ccc(C)cc3)c2N)cc1	11%
COc1ccc(N2CC3CCC(C2)N3C(=O)NC(C)C)cc1	-2%
COc1ccc(CNC(=O)N2CCn3nnc(CCC(=O)N4CCOCC4)c3C2)cc1	-15%
CCN(CC)S(=O)(=O)c1ccc(C(=O)NC2CC(=O)N(c3ccc4c(c3)OCCO4)C2)cc1 (configuration not stated)	-8%
CC(C)c1nccn1Cc1cc(C(=O)NCc2cc(C(C)(C)C)n[nH]2)n[nH]1	-10%
COc1cccc(NC(=O)Cc2csc(COc3cccc(C)c3)n2)c1	12%
Cc1ccc(-c2cc(C(=O)Oc3ccc(C#N)cc3)no2)cc1C	9%
O=C(c1ccccc1)N1CCN(c2cc(-c3ccc(Cl)cc3)[nH]n2)CC1	i
O=C(COc1ccccc1F)OCc1cc(=O)n2nc(-c3cccs3)sc2n1	-20%
Cc1cc(C)cc(N2CCC(NS(=O)(=O)c3cn(C)c(C)n3)C2=O)c1 (configuration not stated)	-1%
CC(C)CCN1CCC(N2CCN(C(=O)c3ccc(C(F)(F)F)cc3)CC2)C1=O (configuration not stated)	-22%
COc1ccc(C(=O)N2CCC(N3C(=O)C4(CCCCC4)C3c3ccncc3)CC2)cn1 (configuration not stated)	?
O[C@@H]1C[C@@H](c2nnc3n2CCN(Cc2ccccn2)C3)N(Cc2ccccc2)C1	6%
CCOC(=O)COc1ccc(C)cc1C(=O)c1ccn2nc(-c3ccc(C)cc3)cc2n1	-27%
CCOc1ccc(C(=O)CSc2nnc3cc(C)c4ccccc4n23)cc1	11%
COc1cc(N2C(=O)CSC23C(=O)N(C)c2ccccc23)cc(OC)c1OC (configuration not stated)	i
CC(C)NC(=O)CCCN1C(=O)COc2ccc(C(=O)COc3ccccc3Cl)cc21	?
CN1C(=O)C2(CCN(C(=O)CCN3CCCCCC3=O)CC2)c2ccccc21	-20%
Cc1nnc(NC(=O)CSc2nccn2Cc2ccccc2)s1	23%
CC(=O)c1c(C)nn(CC(=O)N2CCCC(c3cccc(C(=O)O)c3)C2)c1C (configuration not stated)	-9%
O=C(NC[C@@H]1CCCO1)c1ncoc1C1CC1	-4%
O=C(NCc1cccnc1Oc1ccc(F)cc1F)c1cc(C2CC2)[nH]n1	-18%
Cc1oc(-c2ccc(C(=O)NCCN(C)C)cc2)nc1CS(=O)(=O)c1ccccc1	i
CCc1nc(-c2ccc(OC3CCN(C(=O)C4CC4)C3)cc2)no1 (configuration not stated)	65%[activator][5.79 µM]
CSc1cccc(NC(=O)N[C@H]2CCN(C(=O)CC(C)(C)C)[C@@H]2C(=O)N[C@H](Cc2ccccc2)C(N)=O)c1	?
O=c1c2oc3ccccc3c2ncn1Cc1ccc(Br)cc1	?
CC(=O)N[C@@H]1CN(C(=O)c2ccco2)C[C@H]1CO	4%
C=CCN(Cc1cnc(-c2cccc(C)c2)nc1)Cc1ccccn1	-24%
O=S(=O)(Nc1ccc2nc(-c3cccc(Cl)c3)oc2c1)c1ccccc1	-2%
Cc1noc(-c2cn(C3CCN(C(=O)c4cccs4)CC3)nn2)n1	11%
O=C(c1ccc(Cl)nc1)N1CCC2(CC1)Cc1ccccc1NC2=O	-19%
CCOc1ccccc1N1CC(c2nc3ccccc3n2Cc2c(C)cc(C)cc2C)CC1=O (configuration not stated)	29%
O=C(N[C@H]1CCOC[C@H]1C1CCOCC1)c1ccc2c(c1)ncn2CCO	-21%
O=c1[nH]c(-c2ccccc2)nc2c1CCN(S(=O)(=O)c1ccc3c(c1)CCC3)C2	i
O=C(C1CC1)N(C1CCOCC1)C1CCN(S(=O)(=O)c2ccccc2)CC1	?
COc1ccc(CCC(=O)Nc2ccc3c(N4CCOCC4)ncnc3c2)cc1	?
CCc1cccc(NC(=O)N2C[C@@H](F)C[C@H]2C(=O)N2CCCCC2)c1	2%
CCN(c1ncnc2c1cnn2-c1cc(Cl)ccc1C)C1CCCCC1	?
O=C1NC2(CCNCC2)C(=O)N1CCCc1cccnc1	-3%
CCC(=O)N1CCC(n2c(C)cnc2-c2ccccc2)CC1	-7%
NCCN1C(=O)CO[C@H](c2ccc(NS(=O)(=O)c3ccccc3)cc2)[C@H]1CO	15%[44.1 µM]
Clc1ccc2nc(-c3ccc(Br)o3)c(Nc3ccc4c(c3)OCCO4)n2c1	i
O=C(NCc1ccccc1)NC1CCc2nn(CC3CC3)c(=O)n2CC1 (configuration not stated)	13%
CN(C[C@H]1CN2CC[C@H]1C[C@@H]2CNS(=O)(=O)c1cccs1)c1ccccc1	i
CCOc1ccccc1NC(=O)N1CCCCCCNC(=O)CC1	4%
O=C1CCN(C(=O)Cc2ccccc2)CCCOCCN1	12%
CCCS(=O)(=O)N1Cc2c(ncn2Cc2ccc(Cl)cc2)C[C@H]1C(=O)OC	7%[44.1 µM]
COc1ccccc1CC(=O)N1CCc2c(nc[nH]c2=O)C1	i
O=C(c1ccnc2[nH]ccc12)N1CCOCC1	14%[44.1 µM]
COC(=O)c1c(NC(=O)COc2ccc(Cl)cc2)sc(C)c1C	15%[0.594 µM]
CCn1ccc(C(=O)NCCc2ncc(C)n2C2CC2)n1	0%

Reformatted in markdown: part of the list above
| SMILES | Pf Dd2 inh |
| --- | --- |
| CCC(=O)N1CCC(n2c(C)cnc2-c2ccccc2)CC1 | -7% |
| NCCN1C(=O)CO[C@H](c2ccc(NS(=O)(=O)c3ccccc3)cc2)[C@H]1CO | 15%[44.1 µM] |
| Clc1ccc2nc(-c3ccc(Br)o3)c(Nc3ccc4c(c3)OCCO4)n2c1 | i |
| O=C(NCc1ccccc1)NC1CCc2nn(CC3CC3)c(=O)n2CC1 (configuration not stated) | 13% |

Following part.
SMILES	Pf Dd2 inh
CN1C[C@@H]2C[C@H]1C(=O)N(Cc1ccccc1)c1ccccc1O2	-37%[44.1 µM]
Cc1noc(C)c1CC(=O)N1[C@H]2CC[C@@H]1c1cnc(-c3ccccc3)nc1C2	-10%
O=C(O)CC(NS(=O)(=O)c1ccc(Cl)s1)c1ccccc1 (configuration not stated)	-7%
Cc1nn(CC(=O)N2CCN(c3cccc(C(F)(F)F)c3)CC2)c(=O)c2cc3sccc3n12	15%
CCC(=O)N1CCC2(CC1)CC(N1CCCC1)CCO2 (configuration not stated)	0%
CCc1cc2c(cc3c(=O)n(CCCC(=O)NCc4ccccc4Cl)nc(CC)n32)s1	2%
NC(=O)[C@@H](Cc1ccccc1)NC(=O)[C@@]1(O)C[C@@H](O)[C@H](O)[C@@H](NC(=O)c2ccco2)C1	15%[44.1 µM]
CCOC(=O)c1cc(-c2ccccc2)n(CCCC(=O)Nc2ccccc2C)c1C	?
COc1cc2c(cc1OCc1ccccc1)NC(=O)C21CCN(C(=O)C(C)C)CC1	-11%[44.1 µM]
COCC(=O)NC[C@H]1CCN(Cc2cccc(OC)c2)C[C@H]1N(C)C	?
COc1ccc(C(=O)Nc2cc(C(C)C)c(O)c(S(=O)(=O)c3ccc(OC)cc3)c2C)cc1	i
O=C(c1ccccn1)N1CCn2c(nnc2-c2cccnc2)C1	-5%[44.1 µM]
CCS(=O)(=O)CC(=O)N1CCn2nc(C(=O)Nc3ccccc3)cc2C1	-2%
Cc1c(Cl)cccc1NC(=O)c1cc2sccc2n1Cc1ccc(F)cc1	-14%
COc1ccc(-c2cc(C[C@@H]3CC[C@H](O)[C@@H](CNC4CCOCC4)O3)no2)cc1	?
O=C1CCCCC(C(=O)NCCc2c[nH]c3ccccc23)N1 (configuration not stated)	?
COc1cc(CNC(=O)c2c(C)noc2-c2ccc(C(C)(C)C)cc2)cc(OC)c1	-14%
Cc1cccc(C(=O)N2CCC3(CC2)CC(OCC2CC2)CCO3)c1 (configuration not stated)	12%
CNC(=O)CCc1ccc2c(c1)CN(C(C)=O)CCO2	16%
CN(C)Cc1cn(C[C@H]2C[C@@H]3CCN2C[C@@H]3C(=O)Nc2nccs2)nn1	22%[44.1 µM]
O=c1c2c(CO)c(-c3ccccc3)nn2ccn1Cc1ccccc1F	-10%
COc1ccc(C(=O)NCc2nnc3ccc(-c4ccc(F)cc4)nn23)cc1OC	-4%
Cc1cccc(NC(=O)Cn2c(=O)nc(-c3ccccc3)c3ccccc32)c1C	-1%
CCN1C(C(=O)c2ccccc2)=C(OC(=O)COc2ccc(C)cc2)c2ccccc2S1(=O)=O	?

An excerpt from above in order of length of the SMILES, smallest number first.
SMILES	Pf Dd2 inh
CNC(=O)CCc1ccc2c(c1)CN(C(C)=O)CCO2	16%
COc1cc(CNC(=O)c2c(C)noc2-c2ccc(C(C)(C)C)cc2)cc(OC)c1	-14%
COc1ccc(-c2cc(C[C@@H]3CC[C@H](O)[C@@H](CNC4CCOCC4)O3)no2)cc1	?

Additional results
SMILES	Pf Dd2 inh
CC(=O)N1CCc2c(sc3nc(SCC(C)C)n(-c4ccc(C)c(Cl)c4)c(=O)c23)C1	?
COc1ccc(CCNC(=O)CN(c2ccc(C)cc2)S(=O)(=O)c2ccc(OC)cc2)cc1	-10%
CN(Cc1ccccc1)C1(C(=O)NC2CCS(=O)(=O)C2)Cc2ccccc2C1 (configuration not stated)	-27%
COc1ccc(CN2C[C@H](O)C[C@H]2c2nc(CS(=O)(=O)c3ccc(F)cc3)no2)cc1	-22%
CCOc1cc(-c2ccc(OC(=O)c3ccc(OC)cc3)c(OC)c2)cc(=O)c2c(C)oc(C)c12	?
COc1ccc(-c2oc3ncn4nc(COc5ccc(C)cc5)nc4c3c2-c2ccc(OC)cc2)cc1	92%[activator]
Cn1c(=O)oc2cc(S(=O)(=O)N3CCCC(C(=O)N4CCN(c5cccc(Cl)c5)CC4)C3)ccc21 (configuration not stated)	?
COc1ccc(C2(C(=O)N3CCOCC3)CCOCC2)cc1	7%
Cc1nnc(N2CC[C@H](N3CCOCC3)[C@H](CCC(=O)O)C2)c2ccccc12	11%
O=C(Cc1c(F)cccc1Cl)N1CCN(c2cc(-c3cccs3)[nH]n2)CC1	-6%
CCCNC(=O)C1CCC(Cn2c(=O)c3sccc3n(Cc3ccccc3C)c2=O)CC1 (configuration not stated)	-6%
CC(=O)N1CCN(c2cc(-c3noc([C@@H]4CCCN4Cc4ccccc4C)n3)ccn2)CC1	13µM*
CN1CC(=O)N(C2CCC2)Cc2c(NCCc3ccc(Cl)cc3)ncnc21	-25%
O=C(CCC[C@H]1NC[C@@H]2C[C@H]1CN(Cc1ccccc1)C2)NCC1CCCCC1	?
O=C(c1n[nH]c2c1CCCC2)N1CCC2(CC1)NC(=O)N(c1ccccc1)N2	3.2µM*
COc1ccc(-c2nc(CN3C(=O)CN=C(c4ccccc4)c4ccccc43)c(C)o2)cc1OC	?
CCCCNC(=O)N1CCc2c(c3cc(F)ccc3n2C)C1	-16%
CCc1cccc(NC(=O)Cn2c(-c3ccc(F)cc3)cc(C(C)=O)c2C)c1	i
CN1C(=O)C2(CCN(C(=O)c3cc4c(s3)CCCC4)CC2)c2ccccc21	-6%
O=C(NCc1cccs1)c1ccc(CSc2nc3ccncc3n2Cc2ccccc2)cc1	?
Cc1cnc(CC2CCN(S(=O)(=O)c3ccc(C#N)cc3)C2)n1Cc1ccccc1 (configuration not stated)	?
CC(=O)Nc1ccc(S(=O)(=O)N2CCC(c3ccncc3)CC2)cc1	-8%
CC(=O)c1ccc(NC(=O)O[C@@H]2CO[C@H]3[C@@H]2OC[C@@H]3NS(=O)(=O)c2ccc(Cl)cc2)cc1	i
O=C1CCN(S(=O)(=O)c2ccccc2)CCCN(C(=O)CN2CCOCC2)CCN1	5%
CCCN1C(=O)C(O)(CC(=O)c2ccc(CC)cc2)c2cc(Br)ccc21 (configuration not stated)	?
O=C(CCC1CCN(C(=O)[C@@H]2C[C@@H]3C=C[C@H]2C3)CC1)Nc1ccc2c(c1)OCCO2	-21%
CN1Cc2ccccc2-n2ccnc2C12CCN(C(=O)c1ccccn1)CC2	i[5.79 µM]
Cc1oc(C(C)C)cc1C(=O)N1CCC2(CC1)C(C(=O)O)CC(=O)N2C (configuration not stated)	11%
Cn1nc(C2CCN(C(=O)c3cccnc3)CC2)c2c1CCOC2	i[5.79 µM]
CCN(C(=O)CN1C(=O)COc2ccc(S(=O)(=O)N3CCOCC3)cc21)c1ccc(OC)cc1	-5%
CCCCN(C)C(=O)c1csc(N2CCN(c3ccccc3)CC2)n1	11µM*
CCc1[nH]c2c(CNC(=O)c3n[nH]c4c3CCC4)cc(C)cc2c1C	?
CN(Cc1ccc(-c2ccccc2)cc1)C(=O)c1cccc(Cl)c1	-13%[44.1 µM]
COc1cccc(CN2CCCC(O)(CN3CCC(C)CC3)C2=O)c1 (configuration not stated)	?

Random excerpt: 4 entries already listed, in no set order.
SMILES	Pf Dd2 inh
CCCCN(C)C(=O)c1csc(N2CCN(c3ccccc3)CC2)n1	11µM*
COc1cccc(CN2CCCC(O)(CN3CCC(C)CC3)C2=O)c1 (configuration not stated)	?
CCN(C(=O)CN1C(=O)COc2ccc(S(=O)(=O)N3CCOCC3)cc21)c1ccc(OC)cc1	-5%
Cc1oc(C(C)C)cc1C(=O)N1CCC2(CC1)C(C(=O)O)CC(=O)N2C (configuration not stated)	11%

These rows are one share of the data, so the mix of outcomes need not match the whole.
